dFosB activator: activators of mouse delta FosB homodimer | P13346 | purified delta FosB, TAMRA-CDK5 oligo fluorescence polarization; percent of positive-control signal above neutral wells | activation, % at 25 µM | 340,000 tested, 0.99% active | AID 493131;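 active means mean activation above about 17%, with every replicate also reaching it, limit read from the data, passing the limit was not always enough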;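 further: fluorescence polarization rise as delta FosB binds a TAMRA Cdk5 AP-1 oligo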
Target sequence (P13346 whole entry, looked up): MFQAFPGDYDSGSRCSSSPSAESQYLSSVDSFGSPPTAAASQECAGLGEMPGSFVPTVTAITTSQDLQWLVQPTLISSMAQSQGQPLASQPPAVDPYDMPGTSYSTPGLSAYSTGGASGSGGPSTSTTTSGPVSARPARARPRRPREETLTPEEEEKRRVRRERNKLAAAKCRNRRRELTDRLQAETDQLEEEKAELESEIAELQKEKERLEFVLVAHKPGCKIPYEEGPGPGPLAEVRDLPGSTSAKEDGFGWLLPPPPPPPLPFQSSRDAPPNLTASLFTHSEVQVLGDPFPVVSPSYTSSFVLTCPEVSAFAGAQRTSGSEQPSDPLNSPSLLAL
MITF act: activators of MITF-driven TRPM1 promoter activity in SK-MEL-5 cells; activation, % at 12.5 µM; 300,000 tested, 0.75% active; SK-MEL-5 TRPM1-promoter luciferase, 24 h; % of positive control, neutral wells = 0;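 active means mean activation of at least 80% with every replicate also reaching 80%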;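 further: 0% = neutral control wells and 100% = parthenolide positive control wells; values of inactives mirror those of a sister screen read the other way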
PvdQ acylase: blocks Pseudomonas aeruginosa PvdQ acylase activity; purified PvdQ acylase, fluorescence plate reader; inhibition, % at 10 µM; 340,000 tested, 0.063% active; in the data active means inhibition above about 30%, passing the limit was not always enough;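 further: 0% = vehicle neutral wells and 100% = reference inhibitor wells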
SR-BI DiI-HDL act: SR-BI HDL lipid transfer activation; AID 504775; 320,000 tested, 0.096% active; CHO ldlA[mSR-BI] cells, DiI-HDL uptake fluorescence, 3 h; 100 = double the neutral-control signal; activation, % at 12.5 µM;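 active means mean replicate activation of at least 60% and every replicate at or above 60%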;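 further: 0% = median plate neutral-control signal and 100% = twice that signal; values of inactives mirror those of a sister screen read the other way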
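Material: SR-BI-overexpressing, LDLR-lacking CHO cells | Dosing: Single compound concentration, delivered by pin transfer | Probe or stimulus: Labelled HDL, 10 µg/mL | Signal: Bottom-read cell fluorescence after medium removal, ex 550/em 595 nm | Schedule: 3 h, 37 °C | Evaluation: HDL uptake via cellular fluorescence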
Wnt bcat act: activators of Wnt/beta-catenin signaling; Wnt/beta-catenin reporter cell assay, activator, plate reader; activation, % at 9.35 µM; 300,000 tested, 1.2% active; in the data active means activation above about 30%, passing the limit was not always enough;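 further: 0% = neutral control wells and 100% = positive control wells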
HTR5A ag: counter-screen for OPRM1-OPRD1 agonists: human HTR5A agonism; activation, % at 9.3 µM; P47898; HTR5A agonist assay, luminescence, cell-based; 340,000 tested, 0.61% active; AID 504692; in the data active means activation mostly above about 9.5%, no sharp cut-off; inactive means mostly below about 7.6%;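 further: 0% = cells with vehicle only and 100% = reference agonist; strong numbers were not always called active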
cardiac RTF act: increases calcium sensitivity of human cardiac regulated thin filaments; P19429+P45379; IANBD-labeled TnC RTF fluorescence at EC20 calcium; 0% EC20 calcium, 100% full calcium; activation, % at 7.2 µM; 340,000 tested, 0.24% active;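 active means activation above the mean over all tested compounds plus 3 SD, cut at about 30% in these data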;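 further: rise in fluorescence read as greater calcium sensitivity of cardiac thin filaments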
CDK5 p35 inh: blocks human CDK5/p35 kinase activity; 330,000 tested, 0.01% active; inhibition, % at 10 µM; Recombinant CDK5/p35, ADP-Glo luminescence, 60 min; Q00535+Q15078; AID 488839;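 active means highest replicate inhibition of at least 50% and at least 75% of replicates reaching 50%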;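 further: plate controls were DMSO neutral control for no effect and GW8510 at 10 µM for full effect; many of its hits are not listed in these tables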
SR-BI HDL uptake: mouse SR-BI HDL lipid transfer inhibition | Q61009 | ldlA[mSR-BI] CHO cells, DiI-HDL uptake fluorescence, 3 h | inhibition, % at 12.5 µM | 320,000 tested, 0.96% active | AID 488896;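 active means mean replicate inhibition of at least 70% and a set share of replicates each scoring 70 or more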;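 further: 0% = median of neutral control wells and 100% = median of positive control wells; values of inactives mirror those of a sister screen read the other way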
Rtt109 Vps75: blocks Candida albicans Rtt109/Vps75 acetyltransferase activity; Q5AAJ8; purified Rtt109/Vps75, ThioGlo CoA-SH fluorescence, 4 h; inhibition, % at 34.9 µM; 330,000 tested, 0.16% active; AID 540336;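 active means inhibition of at least 50% in every replicate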
Target sequence (Q5AAJ8 whole entry, looked up): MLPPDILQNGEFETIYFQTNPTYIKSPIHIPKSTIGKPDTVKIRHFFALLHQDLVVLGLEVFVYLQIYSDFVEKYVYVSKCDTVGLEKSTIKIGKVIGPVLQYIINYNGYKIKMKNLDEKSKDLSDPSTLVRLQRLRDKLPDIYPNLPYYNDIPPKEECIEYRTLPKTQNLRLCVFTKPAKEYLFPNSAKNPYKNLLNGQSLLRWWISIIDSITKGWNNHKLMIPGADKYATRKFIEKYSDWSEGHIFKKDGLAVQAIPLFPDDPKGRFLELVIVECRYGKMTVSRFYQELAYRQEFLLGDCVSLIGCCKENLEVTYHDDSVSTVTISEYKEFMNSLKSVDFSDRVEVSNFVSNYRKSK
* = called active by the depositor; · = no result given. Compounds were not picked by outcome; any-hit rate near 4.4%.

Short keys: A = dFosB activator; B = MITF act; C = PvdQ acylase; D = SR-BI DiI-HDL act; E = Wnt bcat act; F = HTR5A ag; G = cardiac RTF act; H = CDK5 p35 inh; I = SR-BI HDL uptake; J = Rtt109 Vps75
COc1ccc(C(C)=O)cc1CC(=O)N(Cc1ccccc1)c1ccccc1
  A: -7 | B: -8 | C: -14 | D: -12 | E: -2 | F: -2 | G: 1 | H: 0.8 | I: 12 | J: 2

CCOC(=O)c1cnc(Nc2nc3ccccc3o2)nc1CSc1nnc(C)s1
  A: 2 | B: 14 | C: -13 | D: · | E: 8 | F: 2 | G: -2 | H: 0.0 | I: -8 | J: -1

O=C(Cn1cnc(S(=O)(=O)N2CCOCC2)c1)Nc1ccc(OC(F)(F)F)cc1
  A: 5 | B: 3 | C: -9 | D: 18 | E: 0 | F: 5 | G: -2 | H: -0.5 | I: -18 | J: -3

COc1ccc(N(C(=O)c2ccccc2)S(=O)(=O)c2cccs2)cc1
  A: -1 | B: -6 | C: 3 | D: 1 | E: · | F: 1 | G: -4 | H: 0.1 | I: -1 | J: 0

Cc1ccc2nsnc2c1S(=O)(=O)N1CCCC1
  A: 8 | B: -5 | C: -5 | D: 11 | E: · | F: 4 | G: -4 | H: 0.0 | I: -11 | J: 8

COc1ccc(C2CC(c3ccc(Cl)cc3Cl)n3nc(N)nc3N2)cc1 (stereo not drawn)
  A: -21 | B: 6 | C: -11 | D: 7 | E: 1 | F: -1 | G: 7 | H: 0.7 | I: -7 | J: -6

COc1ccc(C)cc1NC(=O)C(c1ccccc1)N1CCN(CC(=O)N2CCCC2)CC1 (stereo not drawn)
  A: -6 | B: 9 | C: -9 | D: -11 | E: -3 | F: 3 | G: -6 | H: -0.3 | I: 11 | J: -10

CC(=O)N1CCc2cc(Br)cc(S(=O)(=O)NCCCN3CCC(C)CC3)c21
  A: -3 | B: · | C: 2 | D: -3 | E: -3 | F: 2 | G: 0 | H: -0.4 | I: 3 | J: 10

CCOC(=O)N1CCN(C(=O)/C(=C/c2ccc(F)cc2)NC(=O)c2ccccc2)CC1
  A: -10 | B: -3 | C: -10 | D: 34 | E: 2 | F: 0 | G: -2 | H: -1.7 | I: -34 | J: -9

O=C1C2CC=C(Cl)CC2C(=O)N1CCC[n+]1ccccc1 (stereo not drawn)
  A: -1 | B: -7 | C: -14 | D: 19 | E: -4 | F: -5 | G: -4 | H: -0.3 | I: -19 | J: 6

COc1ccccc1N(CC(=O)NCC1CCCO1)C(=O)Cn1nnc(-c2cccs2)n1 (stereo not drawn)
  A: -10 | B: 0 | C: -10 | D: -38 | E: -1 | F: -2 | G: -7 | H: 0.1 | I: 38 | J: 6

COC(=O)c1c(C)oc(C)c1S(=O)(=O)N1CCCC1
  A: 5 | B: 3 | C: -5 | D: 10 | E: 0 | F: -2 | G: -3 | H: -0.3 | I: -10 | J: -4

CCc1noc(C)c1C(=O)NNC(=O)c1ccccc1F
  A: 0 | B: 28 | C: -3 | D: 18 | E: 2 | F: 1 | G: 7 | H: -0.1 | I: -18 | J: 10

O=C1CCCN1CN(C(=O)c1ccc2c(c1)OCO2)c1ccc(F)cc1
  A: -6 | B: 6 | C: -1 | D: 38 | E: -2 | F: 5 | G: -2 | H: 0.4 | I: -38 | J: 1

Cc1cc(NC(=O)CSc2ccc3nnc(-c4cccs4)n3n2)no1
  A: -19 | B: · | C: -4 | D: -18 | E: 1 | F: 0 | G: 0 | H: 0.8 | I: 18 | J: 0

CN(C)CCCNc1c2c(nc3cc(-c4cccc(F)c4)nn13)CCC2
  A: -8 | B: 14 | C: -11 | D: -5 | E: 2 | F: 0 | G: 3 | H: 1.7 | I: 5 | J: 2

CC(C)NC(=O)CC1C(=O)N(Cc2ccccc2)C(C)c2nc3ccccc3n21 (stereo not drawn)
  A: 2 | B: -23 | C: -8 | D: 9 | E: -2 | F: · | G: -1 | H: 1.2 | I: -9 | J: -1

O=C1c2ccccc2C(=O)N1CCc1nn[nH]n1
  A: -4 | B: -6 | C: -11 | D: -1 | E: · | F: 3 | G: 10 | H: -1.1 | I: 1 | J: 1

CCOC(=O)C1=C(C)N(CCCC(=O)O)C(=O)NC1C(CC)CC (stereo not drawn)
  A: -3 | B: -12 | C: -10 | D: 14 | E: -4 | F: -1 | G: 3 | H: 0.8 | I: -14 | J: -9

C=CCc1ccc(OCCOc2ccc(/C=N/n3cnnc3)cc2OCC)c(OC)c1
  A: 4 | B: -38 | C: 2 | D: -35 | E: 0 | F: 10 | G: -6 | H: 0.8 | I: 35 | J: 22

COc1ccc(/C=N/n2c(C)cc(C)cc2=O)cc1
  A: -1 | B: 2 | C: 11 | D: 1 | E: -3 | F: 0 | G: 3 | H: -5.7 | I: -1 | J: 1

CC(C)C[C@H](NC(=O)[C@@H]1Cc2ccccc2CN1C(=O)OC(C)(C)C)C(=O)NCC1CCC(C(=O)O)CC1 (stereo partly drawn)
  A: -7 | B: 2 | C: -1 | D: 2 | E: 0 | F: 2 | G: -1 | H: 0.9 | I: -2 | J: 5

COc1cc(-c2nnc(SCC(=O)NC3CCS(=O)(=O)C3)o2)cc(OC)c1OC (stereo not drawn)
  A: -2 | B: 12 | C: -11 | D: 2 | E: 6 | F: 2 | G: -4 | H: 0.9 | I: -2 | J: -12

Cc1cc(C)c(C(=O)CSC2=NC(N)=C(C#N)C3(CCCCC3)C2C(N)=O)cc1C (stereo not drawn)
  A: -7 | B: 34 | C: -14 | D: -24 | E: · | F: -1 | G: 4 | H: -2.3 | I: 24 | J: 13

Cc1ccc(Cl)c(NC(=O)COC(=O)c2ccccc2C(=O)c2ccc(Cl)c([N+](=O)[O-])c2)c1Cl
  A: -7 | B: -86 | C: -2 | D: -31 | E: -36 | F: 0 | G: -1 | H: -0.4 | I: 31 | J: 1

Shown field by field: part of the list above.
> COC(=O)c1c(C)oc(C)c1S(=O)(=O)N1CCCC1
  dFosB activator = 5	MITF act = 3	PvdQ acylase = -5	SR-BI DiI-HDL act = 10	Wnt bcat act = 0	HTR5A ag = -2	cardiac RTF act = -3	CDK5 p35 inh = -0.3	SR-BI HDL uptake = -10	Rtt109 Vps75 = -4

> CCc1noc(C)c1C(=O)NNC(=O)c1ccccc1F
  dFosB activator = 0	MITF act = 28	PvdQ acylase = -3	SR-BI DiI-HDL act = 18	Wnt bcat act = 2	HTR5A ag = 1	cardiac RTF act = 7	CDK5 p35 inh = -0.1	SR-BI HDL uptake = -18	Rtt109 Vps75 = 10

> O=C1CCCN1CN(C(=O)c1ccc2c(c1)OCO2)c1ccc(F)cc1
  dFosB activator = -6	MITF act = 6	PvdQ acylase = -1	SR-BI DiI-HDL act = 38	Wnt bcat act = -2	HTR5A ag = 5	cardiac RTF act = -2	CDK5 p35 inh = 0.4	SR-BI HDL uptake = -38	Rtt109 Vps75 = 1

> Cc1cc(NC(=O)CSc2ccc3nnc(-c4cccs4)n3n2)no1
  dFosB activator = -19	MITF act = ·	PvdQ acylase = -4	SR-BI DiI-HDL act = -18	Wnt bcat act = 1	HTR5A ag = 0	cardiac RTF act = 0	CDK5 p35 inh = 0.8	SR-BI HDL uptake = 18	Rtt109 Vps75 = 0
